# High-throughput results from PubChem.
# CRFR2-BP antag – CRF-BP/CRF-R2 complex antagonism. HEK293 CRF-R2/CRF-BP, CRF-induced calcium fluorescence. inhibition, % at 11.8 µM. 350,000 tested, 0.59% active;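 active = inhibition of the ligand-induced calcium signal above about 50% at the single tested concentration, limit read from the data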
# CRFR2-BP ag – agonists of human CRF-binding protein/CRF-R2 receptor complex | HEK293 CRF-R2/CRF-BP, calcium dye fluorescence (FLIPR); percent of saturating CRF peptide response | activation, % at 13.2 µM | 350,000 tested, 0.46% active | AID 588473;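 active = activation of at least 50%, plus an integration ratio under a set limit after plate pattern correction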;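 note: plate controls were neutral control wells without compound for no effect and CRF at EC100 for full effect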
# GalR3 antagonist – human GalR3 antagonism; inhibition, % at 3 µM; HEK293 GalR3-CNG cAMP membrane potential fluorescence; galR3 body fused to GalR1 C-terminus; O60755; 360,000 tested, 0.44% active; AID 651719;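 active = inhibition above the screen-wide average plus 3 SD, cut at about 13% in these data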;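 note: forskolin and galanin both at EC90 stimulate the cells; cAMP rise reported by CNG channel membrane potential dye signal; 0% = forskolin plus galanin with DMSO and 100% = forskolin alone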
# Target sequence (O60755 1-299 limits assumed): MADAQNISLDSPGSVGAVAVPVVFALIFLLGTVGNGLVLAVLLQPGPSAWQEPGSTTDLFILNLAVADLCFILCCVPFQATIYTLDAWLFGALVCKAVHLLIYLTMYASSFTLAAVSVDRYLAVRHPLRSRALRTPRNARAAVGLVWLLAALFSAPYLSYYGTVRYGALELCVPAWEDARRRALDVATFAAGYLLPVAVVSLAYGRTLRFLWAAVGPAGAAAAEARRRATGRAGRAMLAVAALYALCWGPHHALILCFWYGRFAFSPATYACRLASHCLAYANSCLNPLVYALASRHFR
# Active calls of the source: *. This is a subset (hit frequency here may not be typical).
Compound,CRFR2-BP antag,CRFR2-BP ag,GalR3 antagonist
COc1ccccc1OCCC(=O)OCC(=O)Nc1ccc2c(c1)OCCO2,-1,-2.9,-4
COc1ccc(-c2csc(NC(=O)CN3C(=O)NC4(CCCC4)C3=O)n2)c(OC)c1,-10,-1.7,0
c1ccc2n[nH]nc2c1,12,0.4,-2
Cc1cccc(NC(=O)c2nc[nH]c2C(=O)N2CCN(C(=O)OC(C)(C)C)CC2)c1,-10,0.9,-2
COc1ccc(CNC(=O)C(C)N2C(=O)NC(c3ccccc3)(c3ccccc3)C2=O)cc1 (centres undefined),20,1.9,-6
NS(=O)(=O)c1ccc(NC(=O)CSc2nnc3n2CCCCC3)cc1,-1,-0.4,-5
Cc1ccc(CNC(=O)CSc2ncc(C(=O)Nc3ccccc3)c(=O)n2C)cc1,1,0.7,-2
CN(C)c1ccc(NC(=O)COC(=O)CNC(=O)c2cccs2)cc1,0,-0.2,4
COc1ccccc1NC(=O)C(C)OC(=O)C1COc2ccccc2O1 (centres undefined),7,-1.9,-2
CCCN(C(=O)c1cc(Cl)nc2ccccc12)c1c(N)n(Cc2ccccc2)c(=O)[nH]c1=O,6,0.0,-3
COc1ccc(S(=O)(=O)N2CCC(C(=O)NC3CCCCC3)CC2)cc1OC,-8,-2.0,2
C=CC[C@@H](CC(=O)N[C@@H](CO)Cc1ccccc1)C(=O)NC[C@@H](OC(=O)[C@@H](CC=C)CC(=O)OC(C)(C)C)c1ccccc1,17,2.6,-6
O=C1Cc2c(-c3ccccc3)cc(-c3cccc(Cl)c3)nc2-c2ccccc2N1,-6,7.1,2
CN(c1ccc(C(=O)N2CCCCCC2)cc1)S(=O)(=O)c1ccccc1,-10,-1.5,-5
COc1ccc(S(=O)(=O)N(C)C[C@@H]2OCc3cnnn3CCCC(=O)N([C@H](C)CO)C[C@@H]2C)cc1,6,-0.3,-3
CN(CC(=O)Nc1ccccc1C(F)(F)F)C(=O)Cn1c(=O)oc2ccccc21,1,-0.8,-1
CC1CCCCC12NC(=O)N(CC(=O)N(C)Cc1nc3ccccc3c(=O)[nH]1)C2=O (centres undefined),-2,-0.8,-4
OCc1ccc2c(c1)c(-c1ccc3c(c1)OCCO3)c(-c1ccccc1)n2-c1ccccc1,5,-0.1,0
COc1ccc([C@H]2CC(=O)C=C(c3cc(F)ccc3OC)C2)cc1,9,-0.2,-7
Cc1ccc(N2CC(C(=O)Nc3ccc(S(=O)(=O)N4CCOCC4)cc3)CC2=O)cc1Cl (centres undefined),-17,0.6,-1
COc1ccc(C)cc1NS(=O)(=O)c1ccc(Cl)nc1,7,-0.2,-3
Cc1ccc(Cl)c(NC(=O)CN2C(=O)C(C)N(c3ccc(F)cc3)C2=O)c1Cl (centres undefined),30,3.1,-6
Cc1ccc(NC(=O)COc2coc(CN3c4ccccc4CC3C)cc2=O)c(C)c1 (centres undefined),-3,-0.9,5
CC(C)(C)OC(=O)C[C@H]1C/C=C\C[C@@H](CC(=O)N(CCO)Cc2ccccc2)C(=O)N[C@H](Cc2ccccc2)COC1=O,1,-1.8,4
Cn1c(O)c(N=NC(=O)Cc2c[nH]c3ccccc23)c2ccccc21,-7,-2.7,-2

# Four entries drawn at random from those above:
Compound,CRFR2-BP antag,CRFR2-BP ag,GalR3 antagonist
COc1ccccc1NC(=O)C(C)OC(=O)C1COc2ccccc2O1 (centres undefined),7,-1.9,-2
O=C1Cc2c(-c3ccccc3)cc(-c3cccc(Cl)c3)nc2-c2ccccc2N1,-6,7.1,2
COc1ccc(S(=O)(=O)N(C)C[C@@H]2OCc3cnnn3CCCC(=O)N([C@H](C)CO)C[C@@H]2C)cc1,6,-0.3,-3
Cc1ccc(NC(=O)COc2coc(CN3c4ccccc4CC3C)cc2=O)c(C)c1 (centres undefined),-3,-0.9,5

# Compound profiles, as listed above.
# CC1CCCCC12NC(=O)N(CC(=O)N(C)Cc1nc3ccccc3c(=O)[nH]1)C2=O (centres undefined) is entered as CRFR2-BP antag = -2; CRFR2-BP ag = -0.8; GalR3 antagonist = -4
# OCc1ccc2c(c1)c(-c1ccc3c(c1)OCCO3)c(-c1ccccc1)n2-c1ccccc1 is entered as CRFR2-BP antag = 5; CRFR2-BP ag = -0.1; GalR3 antagonist = 0

# Other records
Compound,CRFR2-BP antag,CRFR2-BP ag,GalR3 antagonist
COc1ccc(-c2nnc(NC(=O)CS(=O)(=O)c3ccc(F)cc3)o2)c(OC)c1,26,-1.7,-5
C=CCn1c(=O)c(C(=O)Nc2ncccc2C)c(O)c2ccccc21,-3,7.6,-4
Cc1ccc(C)c(S(=O)(=O)N2CCN(C(=O)C3CCN(c4ncnc5sc(C)c(C)c45)CC3)CC2)c1,-4,0.6,-5
CC1CCC(NC(=O)Cn2cnc3sccc3c2=O)CC1 (centres undefined),-1,-0.8,-4
O=C(CN1C(=O)C2CCCCC2C1=O)Nc1nc2ccc(F)cc2s1 (centres undefined),-13,-1.3,-1
CN(CC(=O)Nc1ccc(Cl)c(Cl)c1)C(=O)CNC(=O)C1CCCCC1,-9,0.0,-4
COc1ccc(-n2cnc(=S)[nH]c2=S)cc1,20,2.2,3
Cn1nc(C(=O)OCC(=O)c2ccc(Br)cc2)c2ccccc2c1=O,-3,3.0,-7
COCCCN(Cc1cc(OC)c(OC)c(OC)c1)C(=S)Nc1cccc(Cl)c1,3,-0.4,1
CCCn1c(SCC(=O)Nc2ccc(F)c(Cl)c2)nc(O)cc1=O,8,0.1,-5
COc1cccc(C2=CC(=O)C[C@H](c3ccc(Cl)cc3)C2)c1,2,2.4,-4
O=C(NCc1ccccc1CN1CCCC1)C1CCN(C(=O)c2ccc(F)cc2)CC1,-2,0.2,2
CC(C)C1C(=O)N(Cc2cn(CCC3OCCCO3)nn2)CCS(=O)(=O)N1Cc1ccc(-c2ccc(Cl)cc2)cc1 (centres undefined),-5,-0.1,-8
Cn1c(SCC(=O)NC2CCCCC2)nnc1C(F)(F)F,8,-2.4,-1
COc1ccc(NC(=O)COC(=O)CCc2ccc(S(=O)(=O)N3CCOCC3)cc2)c(OC)c1,6,-0.8,4
CC[C@@H](C)[C@H](N)C(=O)NC[C@H]1O[C@@H](n2cnc3c(N)ncnc32)[C@H](O)[C@@H]1O,14,2.4,-1
C[C@H](CO)N1C[C@H](C)[C@@H](CN(C)Cc2ccc(C(=O)O)cc2)Oc2c(NS(=O)(=O)c3ccc(F)cc3)cccc2C1=O,0,-0.3,-4
O=C(CN1CCN(c2ccccc2)CC1)NC(=O)NCc1ccccc1,2,-1.3,-1
CN(C)c1ccc(C=O)c(Oc2ccccc2)c1,48,-1.8,-6
Cc1cc(C)n2c(SCC(=O)N(CCC#N)c3ccc4c(c3)OCCO4)nnc2n1,5,4.9,-7
O=C(CN1C(=O)NC2(CCOc3ccccc32)C1=O)c1ccc[nH]1 (centres undefined),-11,1.2,-2
O=C(O)c1ccccc1C1c2ccccc2Oc2ccccc21,14,-3.2,-5
CCN(C(=O)Cn1cnc2c1c(=O)n(C)c(=O)n2C)C1CCS(=O)(=O)C1 (centres undefined),0,-1.2,-2
CCCCn1c(N)c(N(CCC(C)C)C(=O)c2c(C)noc2C)c(=O)[nH]c1=O,0,0.6,1
Fc1ccc2cnc(-c3ccccc3)cc2c1,6,-0.4,0
CC(Sc1ccc(S(=O)(=O)N2CCCCC2)cn1)C(N)=O (centres undefined),12,-0.8,0
Cc1ccc([C@H]2C(C(=O)O)=CC[C@@H](c3ccc(Cl)c(Cl)c3)N2S(=O)(=O)c2ccc(C)cc2)cc1,44,2.5,-7
CC(=O)c1ccc(-c2ccc(C(=O)NCC3CCCO3)o2)cc1 (centres undefined),7,-1.0,-5
C=CCNC(=O)c1n[nH]c2c1CC(C(C)(C)CC)CC2 (centres undefined),13,-3.5,0
COc1ccc(CNC(=O)COC(=O)CC(NC(N)=O)c2ccc(Cl)cc2)cc1OC (centres undefined),24,-3.7,-5
Cc1cccnc1NC(=O)C1CCN(S(=O)(=O)c2ccc3ccccc3c2)CC1,-3,-4.4,-4
NCCCn1c(C(=O)c2cc(Cl)c(N)c(Cl)c2)c2ccccc2[n+]1[O-],-13,0.8,-1
c1ccc(-c2nc3ccccn3c2-c2ccccc2)cc1,12,0.9,-9
CCOC(=O)c1[nH]c2c(OCC)nc(OCC)nc2c1Br,-16,2.0,-2
CCCCN(C(=O)Cc1ccc(S(=O)(=O)N2CCOCC2)s1)c1c(N)n(CC(C)C)c(=O)[nH]c1=O,-3,16,-1
Cc1ccc(S(=O)(=O)C=CS(=O)(=O)c2ccc(C)cc2)cc1,-8,15,3
O=C(COc1ccc(Br)cc1)NNC(=O)Cc1ccc(S(=O)(=O)N2CCOCC2)s1,0,0.8,-3
CSc1nnnc2ccccc12,5,-5.1,-4
COc1cccc(/C=C/c2nc(S(=O)(=O)c3ccccc3)c(N3CCC(C(N)=O)CC3)o2)c1,17,-1.0,-7
O=C(NCCCN1CCOCC1)c1cccc(S(=O)(=O)N2CCc3ccccc32)c1,-17,-0.8,0
CCN(CC(=O)Nc1ccccc1C(F)(F)F)C(=O)c1ccccc1SCC(=O)N1CCCC1,14,0.1,-4
CC(OC(=O)CNC(=O)c1ccc2ccccc2c1)C(=O)N(C)C1CCCCC1 (centres undefined),7,-1.7,-4
Nc1nc(SCCO)[nH]c(=O)c1NC(=O)c1ccco1,-4,0.5,-6
Cc1cccc(NC(=O)COc2coc(CN3CCN(Cc4ccccc4)CC3)cc2=O)c1,3,-0.4,-3
Cn1ccc2cc(OCc3ccccc3)ccc21,7,-0.1,-7
Cc1nn(C2CCS(=O)(=O)C2)c2nc(C3CC3)cc(C(=O)Nc3cccc(C#N)c3)c12 (centres undefined),9,-0.9,0
CC(=O)CSc1ccc(S(=O)(=O)N2CCN(C)CC2)cn1,2,1.4,-4
O=C(C1CCCCC1)N1CCC2CC1c1cc(Cl)ccc12 (centres undefined),11,-3.0,-9
CN(Cc1cccc(F)c1)C(=O)CN1C(=O)NC2(CCc3ccccc32)C1=O (centres undefined),-1,-2.1,-4
O=C1c2ccccc2[C@@H]2C[C@@H](O)[C@H](Nc3ccccc3)CCN12,-16,-1.8,-6

# The list continues:
# Each structure is followed by: CRFR2-BP antag, CRFR2-BP ag, GalR3 antagonist
CC(OC(=O)Cc1ccsc1)C(=O)Nc1ccc(Cl)cn1 (centres undefined)
  -8, -0.9, -6
Cc1ccc2c(c1)c1c3n2CCN(CCC#N)C3CCC1 (centres undefined)
  -27, 0.0, -4
COc1ccc(C)cc1NC(=O)C1CC1c1ccccc1 (centres undefined)
  -4, -1.3, -4
CCN(C(=O)COC(=O)/C=C/c1ccco1)C1CCCCC1
  8, -2.3, -5
COc1ccc2sc(C)cc(=O)c2c1
  -5, 5.1, -5
Cc1sc2ncnc(N3CCC(C(=O)Nc4sc5c(c4C(N)=O)CCC(C)C5)CC3)c2c1C (centres undefined)
  -3, 0.0, -5
N#CCCN(C(=O)COC(=O)c1nc(Cl)ccc1Cl)c1ccccc1
  4, -0.3, 0
COc1ccccc1C(=O)NC(=O)COC(=O)c1cccc(OC(F)F)c1
  8, -1.1, -1
Cc1cc(C)nc(SCC(=O)NN=Cc2ccc(C)o2)n1
  7, -1.3, -7
Cc1cccc(NS(=O)(=O)c2ccc(C(=O)NCCCN3CCCC3=O)cc2)c1C
  8, -0.3, -5
COc1ccc(NS(=O)(=O)c2cccc(C(=O)NCC(c3ccc(OC)cc3)N3CCCC3)c2)cc1 (centres undefined)
  -14, 0.5, -6
Cc1ccc(C(=O)CN2C(=O)NC3(CCCCC3C)C2=O)s1 (centres undefined)
  0, 0.3, 1
COCCNC(=O)c1c(CS(=O)(=O)c2ccccc2)noc1C(=O)NCc1ccccc1
  6, -1.3, 0
Cc1cccc(NC(=O)COC(=O)c2nn(C)c(=O)c3ccccc23)c1C
  4, -1.8, -1
CC(C(=O)OCC(=O)Nc1ccc(S(N)(=O)=O)cc1)N1C(=O)c2ccccc2C1=O (centres undefined)
  8, -1.5, -8
O=C(Nc1ncccc1O)c1cc2ccccc2o1
  5, -0.2, -2
NC(=O)COC(=O)c1ccccc1SCC(=O)NC1CCCCCCC1
  -4, -1.8, 0
COc1ccc2c(c1)OC(=O)CC2c1ccccc1OC (centres undefined)
  3, -6.2, 0
Cc1cc(C)cc(NC(=O)COC(=O)COc2ccc(N(C)S(=O)(=O)c3cccs3)cc2)c1
  4, 0.7, -5
O=C(CSc1nc2nn(-c3ccccc3)c(=O)c-2c2n1CCCCC2)Nc1ccc(F)cc1F
  -1, -2.6, -2
COc1ccc(NS(=O)(=O)c2cccc(C(=O)N3CCOCC3)c2)cc1
  -1, -2.0, -9
C=CCNc1nc(C(=O)OCC(=O)Nc2ccc(S(N)(=O)=O)cc2)cs1
  2, 2.1, -6
Cc1ccc(S(=O)(=O)N2CCOCC2)cc1C(=O)N1CCN(c2ncccn2)CC1
  -13, -0.5, -5
CCOc1ccc(S(=O)(=O)N2CCCC(C(=O)NCc3ccccn3)C2)cc1Cl (centres undefined)
  -10, -3.1, 2
Cc1ccc(C2=CC(=O)C[C@H](c3ccc4c(c3)OCO4)C2)cc1
  2, 0.4, -5
CC(C)CCNC(=O)c1onc(CSc2ccc(F)cc2)c1C(=O)NCCC(C)C
  -15, 4.6, -6
O=C1c2ccccc2C(=O)N1OCCCN1C(=O)c2ccccc2S1(=O)=O
  20, -0.8, -4
O=C(COC(=O)c1cncc(Br)c1)Nc1ccc(S(=O)(=O)N2CCOCC2)cc1
  6, 0.4, -8
